Screening data from PubChem.
Efflux pump inh: antifungal efflux pump inhibition, Nile Red retention | S. cerevisiae Candida pump triplex | inhibition, % at 10 µM | hit rate 0.44% among 330,000;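 active = plate passing quality check with inhibition over a set limit, or well fluorescence over plate mean plus 4 SD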;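 also: Nile Red retained in pooled yeast measured as flow cytometry median fluorescence; 0% = buffer negative control and 100% = Enniatin B positive control; higher means more Nile Red kept so more efflux inhibition; some compounds called inactive have numbers as strong as hits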
GLD-1 TGE inh: GLD-1-TGE RNA interaction inhibition (C. elegans) | purified GLD-1 + fluorescein TGE RNA, fluorescence polarization | AID 2280 | hit rate 0.44% among 320,000 | inhibition, % at 5.96 µM;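 active = percent inhibition above a per-plate cutoff, the plate mean of test compounds plus 3 SD, cut at about 30% in these data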;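 also: 0% = DMSO wells with GLD-1 and probe and 100% = wells lacking GLD-1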
VLA-4 inh: inhibition in a human VLA-4 binding assay. AID 2557. hit rate 0.2% among 330,000. P13612. VLA-4 expressing cells, ligand binding flow cytometry. inhibition, % (about 7 µM as worked out from the volumes in the protocol); in the data active = inhibition above about 50%
Fam108B counter: Fam108B inhibition, counter-screen for RBBP9 inhibitors | recombinant Fam108B, FP-Rh probe fluorescence polarization | inhibition, % at 9.51 µM | hit rate 0.33% among 300,000 | AID 1947;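 active = inhibition above the screen mean inhibition plus 3 SD, computed separately per campaign, cut at about 18% in these data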;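 also: inhibitors lower polarization as less probe binds the enzyme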
GRK2 inh: blocks RNA aptamer binding to human GRK2; inhibition of aptamer binding, % at 10 µM; hit rate 0.59% among 330,000; P25098; bead flow cytometry, FAM-aptamer displacement from GRK2; AID 488847;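 active = inhibition of aptamer binding above 40%, roughly 3 SD of noise, on plates passing a quality check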;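 also: median bead fluorescence of bound FAM aptamer so fluorescent compounds give negative values; no value below 0 was filed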
Target sequence (P25098 whole entry, looked up): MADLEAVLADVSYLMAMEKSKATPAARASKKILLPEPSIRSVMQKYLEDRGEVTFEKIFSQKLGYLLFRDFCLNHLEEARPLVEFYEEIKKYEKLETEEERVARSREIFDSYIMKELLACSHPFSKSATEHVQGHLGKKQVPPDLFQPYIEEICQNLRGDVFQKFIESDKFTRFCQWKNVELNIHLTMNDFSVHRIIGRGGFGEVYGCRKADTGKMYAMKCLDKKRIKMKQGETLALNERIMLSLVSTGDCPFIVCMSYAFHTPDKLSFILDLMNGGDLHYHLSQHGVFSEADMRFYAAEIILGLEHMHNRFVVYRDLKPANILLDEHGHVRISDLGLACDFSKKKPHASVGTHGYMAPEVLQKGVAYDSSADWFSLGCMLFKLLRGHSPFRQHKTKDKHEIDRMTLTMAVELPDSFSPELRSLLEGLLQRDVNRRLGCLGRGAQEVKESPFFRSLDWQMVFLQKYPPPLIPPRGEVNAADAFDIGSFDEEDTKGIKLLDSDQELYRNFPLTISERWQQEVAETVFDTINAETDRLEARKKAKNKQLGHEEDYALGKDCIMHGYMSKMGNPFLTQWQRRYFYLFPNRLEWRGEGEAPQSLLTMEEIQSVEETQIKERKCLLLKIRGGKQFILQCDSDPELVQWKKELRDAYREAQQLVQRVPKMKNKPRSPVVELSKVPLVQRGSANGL
PME-1 primary: PME-1 (human) inhibition | recombinant PME-1, FP-Rh probe fluorescence polarization | inhibition, % at 5.9 µM | hit rate 0.53% among 320,000 | AID 2130;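 active = inhibition above the campaign mean of all compounds plus 3 SD, cut at about 26% in these data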;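 also: competitive labeling of PME-1 active site by serine hydrolase directed probe; 0% = PME-1 with DMSO and 100% = wells lacking PME-1 enzyme; inhibitors block probe labeling so polarization falls and inhibition rises; many of its hits are not listed in these tables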
Target sequence (Q9Y570 whole entry, looked up): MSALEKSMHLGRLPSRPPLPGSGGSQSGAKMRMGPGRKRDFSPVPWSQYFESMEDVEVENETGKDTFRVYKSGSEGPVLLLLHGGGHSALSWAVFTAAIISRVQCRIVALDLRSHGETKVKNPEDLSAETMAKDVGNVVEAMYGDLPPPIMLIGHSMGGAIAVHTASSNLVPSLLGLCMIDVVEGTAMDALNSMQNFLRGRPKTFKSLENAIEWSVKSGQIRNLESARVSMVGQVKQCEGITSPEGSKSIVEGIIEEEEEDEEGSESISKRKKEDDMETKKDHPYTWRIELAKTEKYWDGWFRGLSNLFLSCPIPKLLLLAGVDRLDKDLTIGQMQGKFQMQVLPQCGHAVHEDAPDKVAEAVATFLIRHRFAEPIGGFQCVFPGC
MCL1-BIM inh: MCL1-BIM-BH3 interaction inhibition (human) | GST-MCL1 / FITC-Bim-BH3 fluorescence polarization | hit rate 0.68% among 320,000 | inhibition, % at 10.9 µM;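 active = inhibition above the mean inhibition of all tested compounds plus 3 SD, set per campaign, cut at about 40% in these data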;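 also: 0% = DMSO wells and 100% = unlabeled Bim-BH3 peptide control; higher means more loss of mP so more displacement of Bim peptide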
Bcl-xL primary: Bcl-xL (human) inhibition. inhibition, % at 10.9 µM. hit rate 0.7% among 320,000. Q07817. GST-Bcl-xL / FITC-Bim BH3 peptide fluorescence polarization;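 active = inhibition above the mean of all tested compounds plus 3 SD, cutoff set per campaign, cut at about 30% in these data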;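 also: 0% = DMSO wells and 100% = unlabeled Bim-BH3 peptide competitor; inhibitors lower millipolarization by displacing the labeled peptide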
MEX-5 binding: C. elegans MEX-5 TCR-2 RNA binding activity; AID 1832; hit rate 0.38% among 300,000; MEX-5/FITC-TCR2 RNA binding, fluorescence polarization; stronger effect = lower value; activity score (negative = inhibition of binding), % at 10 µM;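 active = inhibition past about -25% in most replicates, and total fluorescence under double the plate's negative control median, limit read from the data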;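 also: 0% = DMSO and -100% = 5 µM competing unlabeled TCR2 RNA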
* marks the source's active call; other numbers are inactive results; i = inactive; . = no result given. These rows are one share of the data; rates above refer to the full screens.

SMILES | Efflux pump inh | GLD-1 TGE inh | VLA-4 inh | Fam108B counter | GRK2 inh | PME-1 primary | MCL1-BIM inh | Bcl-xL primary | MEX-5 binding
COCC(=O)Nc1cc(C)cn(Cc2cccc(C(F)(F)F)c2)c1=O | -0.1 | -3 | 4 | 2 | 0 | 6 | 1 | 4 | 2.1
Cc1ccc(S(=O)(=O)Nc2cc3c4c(c2)CCN4C(=O)CC3)cc1 | 0.2 | 8 | 8 | -2 | 4 | 0 | 5 | 5 | -4.2
O=C(CN1CCN(c2ccccn2)CC1)N1c2ccccc2Sc2ccc(C(F)(F)F)cc21 | 0.0 | 2 | 3 | 1 | 4 | 1 | 3 | 4 | -1.9
Cc1ccc(N2CC(NS(=O)(=O)c3cccnc3)CC2=O)cc1 (stereo not given) | 0.4 | 3 | -7 | -1 | 3 | 2 | -5 | -1 | -1.7
COc1cc2c(cc1OC)CN(c1nc(CN3CCOCC3)nc3sc4c(c13)CCCC4)CC2 | -0.3 | -1 | -10 | -1 | 0 | 1 | 0 | 2 | -2.0
Cc1ccc(N2CC(C(=O)Nc3cc(Cl)ccc3-n3cncn3)CC2=O)cc1 (stereo not given) | 0.0 | 11 | 0 | 2 | 2 | 1 | -3 | 2 | 0.8
O=C(NNC(=O)C1CCC1)c1ccccc1 | 0.1 | 4 | -1 | . | 0 | -5 | -1 | 3 | .
C[C@H](NC(=O)[C@H]1N2C(=O)c3ccccc3C2SC1(C)C)C(=O)N1CCCCC1 (stereo not given in full) | -0.1 | 5 | 6 | 1 | 2 | 3 | 8 | 5 | 0.3
CCN(CC)C(=O)Cn1c(=O)n(-c2ccccc2)c(=O)c2c3c(sc21)CCC3 | -0.1 | 2 | -11 | 1 | 4 | 0 | 2 | 3 | 2.4
CC(Oc1ccccc1)C(=O)N=Nc1c(O)[nH]c2ccc(Br)cc12 (stereo not given) | 0.2 | 14 | 5 | 4 | 0 | 4 | 5 | 0 | -0.3
Cc1sc(NC(=O)CS(=O)(=O)c2ccccc2)c(C(N)=O)c1C | 0.2 | 3 | -6 | -5 | 2 | 0 | -1 | 5 | 0.0
Cc1ccnc(NC(=O)CNC(=O)Cc2cccc3ccccc23)c1 | 0.3 | 10 | 17 | 0 | 1 | -4 | 2 | 1 | -2.2
Nc1nc(SCC(=O)NCc2ccco2)[nH]c(=O)c1-c1ccccc1 | 0.0 | 7 | 2 | -6 | 24 | -6 | 0 | 1 | -3.7
CCS(=O)(=O)N1CCN(Cc2ccc([N+](=O)[O-])cc2)CC1 | 0.4 | 0 | 18 | 0 | 0 | 1 | 6 | 3 | -1.5
Cc1nc(-c2cccc(NC(=O)C(C)Oc3ccccc3)c2)cs1 (stereo not given) | 0.0 | . | 0 | . | 0 | . | . | . | -1.6
Cc1ccc(-n2ccc(=O)c(C(=O)O)n2)cc1 | 0.0 | 4 | 3 | 2 | 0 | -1 | 7 | 11 | 0.7
Cc1ccc(S(=O)(=O)N2CCOCC2)cc1C(=O)OCC(=O)NC1CC1 | 0.3 | -1 | 7 | . | 4 | -5 | -6 | -7 | .
N#Cc1ccsc1NC(=O)C1CCN(C(=O)c2ccc(F)cc2)CC1 | -0.2 | 5 | 2 | . | 2 | -5 | 11 | 12 | .
COc1ccc(C2(C(=O)NCCN3CCOCC3)CCOCC2)cc1 | -0.1 | 1 | 4 | 4 | 3 | -4 | 4 | 4 | 0.1
CSC1=C(C#N)C(c2ccccc2C)C(C#N)=C(N)N1 (stereo not given) | 0.1 | -1 | 3 | -3 | 1 | -1 | 0 | 6 | 0.2
CC1CCN(C(=O)C2CCCN2S(=O)(=O)c2ccc(Cl)cc2)CC1 (stereo not given) | -0.1 | 5 | -7 | -7 | 8 | 5 | 9 | 3 | -0.7
COc1ccc(-c2ccc(CCC(=O)O)n2NC(=O)c2ccc(O)cc2)cc1 | -0.1 | 16 | -1 | 3 | 2 | -3 | 12 | 8 | -0.3
O=C(NCc1ccc2c(c1)OCO2)c1nc(Cn2ccc([N+](=O)[O-])n2)no1 | 0.5 | 5 | 6 | 1 | 4 | 0 | 5 | 7 | 0.8
CCOC(=O)c1cnc2c(C#N)c(C)nn2c1C | -0.1 | 0 | -2 | -1 | 47* | -5 | 10 | 9 | 0.2
Cc1ccc2nc(C)cc(C(=O)OCC(=O)c3ccc(Cl)c([N+](=O)[O-])c3)c2c1 | 0.0 | -6 | 6 | -1 | 1 | 3 | 1 | 2 | 3.1
CC(C)(C)OC(=O)CNC(=O)c1[nH]cnc1C(=O)NCCCCCN | -0.2 | -2 | -11 | -4 | 0 | 4 | 14 | 9 | -3.0
Cc1cccc(OCCC(=O)NCC(c2ccccc2)N(C)C)c1 (stereo not given) | 0.1 | 3 | 22 | 2 | 0 | -3 | 0 | -2 | -2.3
COc1ccc(/C=C2\SC(=S)N(CCC(=O)Nc3cccc(C(=O)O)c3)C2=O)cc1OC | 0.1 | -8 | 0 | -4 | 0 | 4 | 2 | 10 | -1.2
CC1Sc2ccc(S(=O)(=O)CCC(=O)N3CCN(c4ccccc4)CC3)cc2NC1=O (stereo not given) | 0.1 | -2 | 0 | 1 | 10 | 8 | 5 | 6 | -1.8
COCCNC(=O)Cn1cnc2c1c(=O)n(C)c(=O)n2C | 0.0 | 0 | 10 | 4 | 0 | -1 | 2 | 4 | .
CCC(O)CNc1nc(-n2nc(C)cc2C)nc2sc3c(c12)CC(C)(C)OC3 (stereo not given) | 0.5 | 6 | -6 | -1 | 0 | -1 | 0 | -1 | 0.3
CN(C)c1nc(F)c(F)c(S(=O)(=O)c2ccccc2)c1F | -0.3 | 2 | 6 | -5 | 0 | 2 | -3 | 0 | -2.3
C[C@H](NC(=O)[C@H]1N2C(=O)c3ccccc3C2SC1(C)C)C(=O)N1CCC[C@H]1C(=O)O (stereo not given in full) | 0.4 | 3 | -4 | 1 | 0 | 2 | 5 | -4 | 1.8
O=C(NNC(=S)Nc1ccc(Cl)cc1Cl)C1CC1 | 0.2 | -12 | 11 | 7 | 1 | 0 | 12 | 5 | -3.6
O=C(Nc1ccc2c(c1)OCCO2)C1CCN(C(=O)c2ccc(F)cc2)CC1 | 0.0 | 2 | 1 | 1 | 0 | -6 | 6 | 1 | -0.2
COc1ccc(N2CCN(C(=O)c3nc4nc(C)cc(C)n4n3)CC2)cc1 | -0.1 | 4 | 0 | 1 | 1 | -2 | 1 | 4 | 1.3

An excerpt of these results, as a markdown table.
| compound | Efflux pump inh | GLD-1 TGE inh | VLA-4 inh | Fam108B counter | GRK2 inh | PME-1 primary | MCL1-BIM inh | Bcl-xL primary | MEX-5 binding |
| --- | --- | --- | --- | --- | --- | --- | --- | --- | --- |
| Cc1ccc(N2CC(NS(=O)(=O)c3cccnc3)CC2=O)cc1 (stereo not given) | 0.4 | 3 | -7 | -1 | 3 | 2 | -5 | -1 | -1.7 |
| COc1cc2c(cc1OC)CN(c1nc(CN3CCOCC3)nc3sc4c(c13)CCCC4)CC2 | -0.3 | -1 | -10 | -1 | 0 | 1 | 0 | 2 | -2.0 |

(list continues)
SMILES | Efflux pump inh | GLD-1 TGE inh | VLA-4 inh | Fam108B counter | GRK2 inh | PME-1 primary | MCL1-BIM inh | Bcl-xL primary | MEX-5 binding
CCN(Cc1ccccc1)Cc1nnnn1Cc1ccccc1 | 0.0 | 4 | 8 | 0 | 0 | 4 | 9 | 8 | 2.4
CCN1CCN(CC(O)COCc2ccccc2)CC1 (stereo not given) | 0.1 | 0 | 11 | -1 | 2 | 3 | 4 | 4 | -1.0
Cc1ccc(NC(=O)C(c2ccc(Cl)cc2)N2CCOCC2)cc1 (stereo not given) | -0.1 | 2 | 6 | -5 | 0 | -2 | -5 | -6 | -0.3
O=C(O)C(Cc1ccccc1-c1ccccc1)C(=O)O | 0.2 | 0 | 12 | 6 | 0 | -2 | -8 | -6 | 1.8
CC(=O)N/C(=C\c1ccccc1)C(=O)Nc1ccc(O)cc1 | 0.0 | -4 | 9 | 2 | 0 | 4 | 2 | 4 | 0.0
CCc1cccc(NC(=O)CN(C)S(=O)(=O)c2cccc3nsnc23)c1 | -0.1 | 2 | 0 | -3 | 0 | 7 | 0 | 4 | -1.1
N#Cc1c(N)sc2c1CCN(CCc1ccccc1)C2 | 0.3 | -31 | -20 | -7 | 0 | 0 | 28 | 29 | -1.0
CC1=C(C(=O)OC2CCCCC2)C(c2ccc(C)o2)C2=C(CC(C)(C)CC2=O)N1 (stereo not given) | 0.4 | -11 | 1 | 0 | 0 | -3 | 6 | -1 | 3.3
Cc1cc(S(=O)(=O)N2CCOCC2)ccc1OCC(=O)NCc1ccccn1 | 0.0 | -2 | 21 | 0 | 1 | -1 | 6 | -3 | -0.6
O=C(NC1CCCCC1)c1cc(Cl)nc2ccccc12 | 0.0 | 6 | 8 | 0 | 4 | -4 | 8 | 6 | -0.6
Cc1cc(NC(=O)COC(=O)c2ccc(S(=O)(=O)C(F)F)cc2)n(-c2ccccc2)n1 | -0.1 | -2 | 15 | 3 | 1 | -1 | 5 | 2 | -1.6
O=C(Nc1ccc2nc(-c3cccnc3)[nH]c2c1)c1ccccc1F | 0.5 | 4 | 1 | -3 | 5 | -6 | 5 | 7 | -2.7
O=C(C(c1ccccc1)c1ccccc1)N1CCN(c2ccccn2)CC1 | -0.1 | 1 | -83 | 3 | 3 | 0 | -2 | 2 | 0.2
O=C(O)/C=C\C(=O)Nc1ccc(N2CCN(c3ccc(Cl)cc3)CC2)cc1 | 0.0 | 0 | -14 | 2 | 0 | 5 | 22 | 22 | -2.6
Cc1ccc(CNC(=O)CS(=O)Cc2nc(-c3ccccc3Cl)oc2C)cc1 (stereo not given) | 0.1 | 0 | -1 | 4 | 0 | -1 | 4 | 5 | 0.0
CN(C)c1cnn(-c2ccccc2)c(=O)c1Cl | 0.0 | 2 | 19 | -1 | 0 | 1 | 14 | 9 | -0.1
COc1cc(OC)c(C(=O)OCC(=O)Nc2ccc(S(=O)(=O)N3CCOCC3)cc2)cc1OC | -0.2 | -6 | -7 | . | 0 | . | . | . | .
COc1cc2cc(CN(CCc3ccccc3C)C(=S)NCCCN3CCOCC3)c(=O)[nH]c2cc1OC | -0.1 | 0 | 5 | 3 | 0 | 0 | 2 | -3 | -1.5
COc1ccc(-n2cc(CNCCc3cscn3)c(-c3ccccc3Cl)n2)cc1 | 0.5 | 0 | 7 | -3 | 0 | 3 | 1 | 4 | 1.6
O=C(Nc1ccc(S(=O)(=O)N2CCOCC2)cc1)c1cccs1 | -0.1 | 3 | 35 | 0 | 0 | -2 | -6 | 1 | 0.6
Clc1ccc(OCCn2ccnc2)c2ccccc12 | -0.2 | -2 | 2 | 0 | 0 | 4 | 0 | 3 | -0.6
COc1ccc(C[C@H]2CN3C(=NC[C@@H]3C)N2CCNC(=O)CCC2CCCCC2)cc1 | 0.1 | 7 | 12 | 3 | 0 | -4 | 7 | 1 | 0.7
CCOC(=O)c1cccc(NC(=S)NC(=O)c2cccnc2)c1 | 0.6 | 9 | i | -1 | 0 | -3 | 13 | 10 | -1.0
CCOc1ccc(/C=C2\SC(=S)N(CC(=O)N(CCO)C(C)(C)C)C2=O)cc1 | -0.1 | 2 | -1 | -4 | 5 | -9 | -5 | 5 | -1.7
Cc1ccc(C)c(NC(=O)CCN2CCN(CCO)CC2)c1 | 0.0 | 8 | 8 | -3 | 0 | -2 | -3 | 6 | 1.5
O=C1CC(c2cccc(O)c2)Oc2ccccc21 (stereo not given) | -0.1 | 4 | -14 | . | 1 | -9 | -3 | -1 | .
Cn1cc(C(=O)NCc2ccc(F)cc2)cn1 | -0.1 | -2 | 0 | -2 | 0 | 2 | 0 | 1 | 2.6
